M5 PAM: human M5 muscarinic receptor positive allosteric modulators, primary screen, CHO-K1 cells, Fluo-8 calcium fluorescence. CHO-K1 hM5, ACh EC20 PAM; 0% = ACh EC20, 100% = ACh EC100. activation, % at 3 µM. actives 0.3% (n = 360,000). AID 624038, 2012;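 active means activation above the run cutoff, the mean activation of all test compounds plus 3 SD, cut at about 18% in these data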
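Assay system: CHO-K1 hM5 cells. Also added: acetylcholine at EC20 concentration, added after compound. Dosing: 3 µM, single dose. Times: compound preincubation 140 s before EC20 acetylcholine addition. Signal: Fluo-8 calcium fluorescence. Measure: % activation relative to EC20 and EC100 ACh responses. Repeats: singlicate, one well per test compound.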
M1 PAM parental: nonselective calcium activators in parental CHO-K1 cells, primary screen, counter-screen for M1 PAM project, cell-based, Fluo-8 calcium fluorescence, full deck, 1536-well; ATP EC20; 0% at ATP EC20, 100% at ATP max; activation, % at 3 µM; actives 0.02% (n = 360,000);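 active means activation above the run cutoff, the mean activation of all test compounds plus 3 SD, cut at about 40% in these data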;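 further: peak over basal fluorescence ratio in a 140 s read after ATP addition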
TAAR1 agonist: human TAAR1 agonists, primary screen, Fluo-8 calcium fluorescence, CHO RD-HGA16 cells; vehicle wells 0%, saturating PEA agonist 100%; activation, % at 3 µM; actives 0.99% (n = 360,000);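 active means activation above the mean activation of all test compounds in the run plus 3 SD, cut at about 38% in these data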
Target sequence (Q96RJ0 whole entry, looked up): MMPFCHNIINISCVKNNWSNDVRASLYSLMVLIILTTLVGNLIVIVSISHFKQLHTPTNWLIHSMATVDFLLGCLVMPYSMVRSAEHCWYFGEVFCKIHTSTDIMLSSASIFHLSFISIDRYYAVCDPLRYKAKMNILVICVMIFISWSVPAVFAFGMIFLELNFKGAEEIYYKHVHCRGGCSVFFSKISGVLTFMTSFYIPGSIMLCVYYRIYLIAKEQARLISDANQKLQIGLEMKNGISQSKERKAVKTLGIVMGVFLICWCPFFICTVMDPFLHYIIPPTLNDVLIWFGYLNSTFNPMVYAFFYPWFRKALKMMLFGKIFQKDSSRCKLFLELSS
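Test system: RD-HGA16 (CHO) cells co-expressing Gα16 and hTAAR1 | Doses: Single dose, 3 µM | Schedule: 17-24 h seeding, 75 min 37 °C dye, 30 min RT | Evaluation: % activation from peak over basal fluorescence ratio, DMSO-to-PEA scaled | Technique: Kinetic Fluo-8 calcium fluorescence | Benchmarks: Low control DMSO, high control PEA (EC100)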
M5 ag: human M5 muscarinic receptor agonists, primary screen, CHO-K1 cells, Fluo-8 calcium fluorescence | Muscarinic acetylcholine receptor M5 (Homo sapiens), P08912 | CHO-K1 hM5 cells; 0% DMSO wells, 100% maximal acetylcholine response | activation, % at 3 µM | actives 0.19% (n = 360,000) | AID 624037, 2012;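 active means activation above the run's mean over test compounds plus 3 SD, cut at about 23% in these data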;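 further: signal is peak over basal fluorescence ratio across the kinetic read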
CRFBP-R2 block: antagonists of CRF-BP/CRF-R2 complex, primary screen, cell-based, HEK293, calcium dye fluorescence, uHTS. CRF-induced calcium fluorescence. AID 588475, 2011. inhibition, % at 11.8 µM. actives 0.59% (n = 350,000);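 active means inhibition of the ligand-induced calcium signal above about 50% at the single tested concentration, limit read from the data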
CHRM4 PAM: human M4 muscarinic receptor positive allosteric modulators, primary screen, CHO-K1 cells, Fluo-8 calcium fluorescence. Muscarinic acetylcholine receptor M4 (Homo sapiens), P08173. CHO-K1 hM4/Gqi5, ACh EC20; 0% = ACh EC20, 100% = maximal ACh. activation, % at 3 µM. actives 0.4% (n = 360,000);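 active means activation above its plate's cutoff, the mean activation of sample wells plus 3 SD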; further: some results filed as inactive read as strong as hits
Target sequence (P08173 whole entry, looked up): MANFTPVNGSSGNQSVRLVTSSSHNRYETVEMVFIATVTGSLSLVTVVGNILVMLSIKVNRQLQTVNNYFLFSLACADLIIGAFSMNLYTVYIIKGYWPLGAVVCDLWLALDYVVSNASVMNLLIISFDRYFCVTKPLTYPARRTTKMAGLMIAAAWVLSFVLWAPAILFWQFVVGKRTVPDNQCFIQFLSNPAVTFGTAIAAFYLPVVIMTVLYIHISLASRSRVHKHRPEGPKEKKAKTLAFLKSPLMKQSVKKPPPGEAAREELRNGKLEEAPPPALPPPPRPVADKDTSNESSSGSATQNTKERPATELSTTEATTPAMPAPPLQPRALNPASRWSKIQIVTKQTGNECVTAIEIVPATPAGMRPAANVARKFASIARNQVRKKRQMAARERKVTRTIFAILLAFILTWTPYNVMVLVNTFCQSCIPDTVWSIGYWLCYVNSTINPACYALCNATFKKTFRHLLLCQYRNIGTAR
TAAR1 antagonist: human TAAR1 antagonists, primary screen, Fluo-8 calcium fluorescence, CHO RD-HGA16 cells; Trace amine-associated receptor 1 (Homo sapiens), Q96RJ0; inhibition, % at 3 µM; antagonist; actives 1.5% (n = 360,000); AID 624466, 2012;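 active means inhibition above a per-plate cutoff, the mean inhibition of test compounds on that plate plus 3 SD, cut at about 49% in these data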;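 further: 0% = DMSO plus EC80 beta-PEA response and 100% = DMSO alone without agonist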
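Test system: CHO RD-HGA16 cells bearing hTAAR1 | Reagent: β-PEA, EC80 | Compound dosing: 3 µM, single point | Schedule: Dye loading 75 min at 37 °C, then 30 min room temperature | Signal: Calcium fluorescence with Fluo-8 | Evaluation: Percent inhibition of PEA-evoked calcium signal, max/basal emission ratio | Control set: DMSO-only wells and EC80 β-PEA-stimulated wells | Repeats: Singlicate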
M5 antag: human M5 muscarinic receptor antagonists, primary screen, CHO cells, Fluo-8 calcium fluorescence; inhibition, % at 3 µM; Muscarinic acetylcholine receptor M5 (Homo sapiens), P08912; actives 0.59% (n = 360,000); CHO-hM5 cells, ACh EC80;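 active means inhibition above a per-plate cutoff, the mean of that plate's test compounds plus 3 SD, cut at about 27% in these data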;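 further: 0% = acetylcholine EC80 with DMSO and 100% = DMSO without agonist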
CRFBP-R2 agonist: agonists of CRF-BP/CRF-R2 complex, primary screen, cell-based, HEK293, calcium dye fluorescence, uHTS; calcium dye fluorescence (FLIPR); percent of saturating CRF peptide response; activation, % at 13.2 µM; actives 0.46% (n = 350,000);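 active means activation of at least 50%, plus an integration ratio under a set limit after plate pattern correction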;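 further: plate controls were neutral control wells without compound for no effect and CRF at EC100 for full effect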
Numbers without * were called inactive; . = not tested or not shown.

SMILES | M5 PAM | M1 PAM parental | TAAR1 agonist | M5 ag | CRFBP-R2 block | CHRM4 PAM | TAAR1 antagonist | M5 antag | CRFBP-R2 agonist
COc1ccc(-c2cc(C(=O)O)c(C)o2)cc1OC | 0 | 13 | 0 | 1 | 11 | -5 | -3 | -2 | -0.6
Cc1nn(-c2ccccc2)c(Cl)c1/C=C/C(=O)c1ccccc1 | -1 | -6 | . | -3 | 21 | 6 | . | 3 | 3.1
CCOc1ccc(NC(=O)CN(C)C(=O)CCc2nc3ccccc3c(=O)[nH]2)cc1OCC | 0 | 17 | 2 | 0 | 11 | -2 | -39 | 0 | -2.8
O=S(=O)(Nc1ccc(S(=O)(=O)Nc2cccc3ccccc23)cc1)c1ccccc1 | -6 | -6 | 41* | 8 | -30 | -16 | 12 | 1 | 0.2
CN(Cc1nc(-c2cnccn2)no1)CC(O)c1ccccc1 (stereo unspecified) | -2 | 0 | 1 | 1 | 2 | 2 | -11 | 8 | -1.2
CCN(C(=O)CSc1ncccc1C(=O)Oc1cccc([N+](=O)[O-])c1)c1cccc(C)c1 | -15 | 10 | 5 | -3 | 42 | -14 | -11 | 6 | -2.6
CCc1c(C)nc2cc(-c3ccc(OC)cc3)[nH]n2c1=O | 1 | 19 | 3 | -1 | 17 | 5 | 16 | -4 | 1.5
COCCN(C(=O)COC(=O)CCCOc1ccccc1)c1c(N)n(Cc2ccccc2)c(=O)[nH]c1=O | -1 | 13 | 1 | 1 | 2 | 7 | -22 | 12 | -2.4
CC(C)c1[nH]nc2c1C(C(C)C)C(C#N)=C(N)O2 (stereo unspecified) | -3 | 10 | 7 | -2 | -13 | 3 | -16 | -2 | 3.5
CCc1nn(CC(=O)NCCCN(Cc2ccccc2)C(C)C)c(=O)c2cc3sccc3n12 | -5 | -7 | -1 | -6 | 0 | -12 | -9 | 11 | -5.0
CCCCNC(=O)CCCn1c(=O)c2ccccc2n(CC(=O)NCCC2=CCCCC2)c1=O | -8 | 8 | 7 | 1 | 20 | -1 | -7 | -2 | -0.8
CCOc1ccc(-n2c(O)c(/C=N/NC(=O)C3COc4ccccc4O3)c3ccccc3c2=O)cc1 (stereo unspecified) | -8 | 13 | 8 | 2 | -12 | -19 | 8 | 1 | 0.5
O=C(CCc1ccc(S(=O)(=O)N2CCOCC2)cc1)Nc1ccccc1F | 2 | 20 | 0 | 0 | 2 | 9 | -13 | 7 | 0.8
O=C1C2C3C=CC(C3)C2C(=O)N1c1nccs1 (stereo unspecified) | 3 | 22 | 9 | -6 | 26 | 6 | -12 | -4 | 2.4
CSCC(O)Cn1ncc2ccccc2c1=O (stereo unspecified) | 5 | 2 | 1 | -7 | 2 | 23 | -63 | -13 | -1.6
O=C(NCc1ccccc1)C1c2ccccc2Oc2ccccc21 | 7 | 21 | 0 | -10 | 13 | -10 | -10 | -1 | -0.5
Cc1c(NS(=O)(=O)c2cc(C(=O)Nc3ccc(F)cc3Cl)ccc2Cl)c(=O)n(-c2ccccc2)n1C | -1 | 10 | 3 | 0 | -3 | 0 | -3 | -10 | 1.0
O=C(CS(=O)(=O)c1cn(CC(=O)N2CCOCC2)c2ccccc12)NCc1ccc(F)cc1 | -8 | 0 | 5 | -2 | 8 | 6 | -20 | 5 | 0.1
Cc1[nH]c2c(ccc3cccnc32)c1C | 10 | -13 | -1 | 0 | 8 | 3 | -33 | 0 | 1.2
CC(C)(C)NC(=O)CN(C(=O)CNS(=O)(=O)c1ccc(Cl)cc1)c1ccc2c(c1)OCCO2 | -2 | 8 | 72* | -3 | -9 | 0 | 6 | 16 | 0.7
Cc1ccc(-c2csc(NC(=S)NC(=O)c3ccco3)n2)cc1 | -2 | 26 | 5 | 0 | 16 | 5 | -8 | -5 | 8.1
O=C(NCCCN1CCN(c2ccccc2F)CC1)Nc1ccc(F)cc1 | 0 | 10 | 11 | -4 | 5 | 1 | -18 | -5 | -2.8
COc1n[nH]c(C(=O)Nc2nc3ccccc3s2)c1[N+](=O)[O-] | 3 | 20 | 8 | 0 | 19 | 0 | -3 | 0 | -0.9
CCC(=O)Nc1ccc(NC(=O)c2cc3ccccc3o2)cc1 | -4 | 13 | 22 | -2 | -37 | 3 | 10 | -2 | 1.4
CC(C)Cn1c(=S)[nH]c2cc(C(=O)NCc3ccccc3F)ccc2c1=O | 1 | -10 | 8 | 4 | -8 | 4 | 17 | 2 | 2.5

A draw from above in order of formula weight, descending.
SMILES | M5 PAM | M1 PAM parental | TAAR1 agonist | M5 ag | CRFBP-R2 block | CHRM4 PAM | TAAR1 antagonist | M5 antag | CRFBP-R2 agonist
Cc1c(NS(=O)(=O)c2cc(C(=O)Nc3ccc(F)cc3Cl)ccc2Cl)c(=O)n(-c2ccccc2)n1C | -1 | 10 | 3 | 0 | -3 | 0 | -3 | -10 | 1.0
CCOc1ccc(-n2c(O)c(/C=N/NC(=O)C3COc4ccccc4O3)c3ccccc3c2=O)cc1 (stereo unspecified) | -8 | 13 | 8 | 2 | -12 | -19 | 8 | 1 | 0.5
Cc1ccc(-c2csc(NC(=S)NC(=O)c3ccco3)n2)cc1 | -2 | 26 | 5 | 0 | 16 | 5 | -8 | -5 | 8.1
CN(Cc1nc(-c2cnccn2)no1)CC(O)c1ccccc1 (stereo unspecified) | -2 | 0 | 1 | 1 | 2 | 2 | -11 | 8 | -1.2
CCC(=O)Nc1ccc(NC(=O)c2cc3ccccc3o2)cc1 | -4 | 13 | 22 | -2 | -37 | 3 | 10 | -2 | 1.4

Further entries:
SMILES | M5 PAM | M1 PAM parental | TAAR1 agonist | M5 ag | CRFBP-R2 block | CHRM4 PAM | TAAR1 antagonist | M5 antag | CRFBP-R2 agonist
O=C(Cc1ccc(NC2=NC3CS(=O)(=O)CC3S2)cc1)NCc1ccccc1 (stereo unspecified) | 2 | 7 | 11 | 2 | -33 | -2 | -36 | 1 | 7.6
CCC(C)CNC(=O)c1[nH]c(C(F)(F)F)nc1-c1ccccc1 (stereo unspecified) | -4 | -8 | 3 | 4 | . | 9 | -4 | -1 | .
O=C(NNC(=O)C1CC1)c1cc(=O)[nH]c2ccccc12 | -5 | 25 | 1 | 3 | -8 | 6 | -20 | 13 | 1.6
CC(CC(=O)NCc1ccco1)S(=O)(=O)c1ccc2c(c1)CCN2C(=O)C1CC1 (stereo unspecified) | 2 | 4 | 3 | -4 | 5 | -4 | -21 | -3 | -2.1
COc1cc(NS(=O)(=O)c2ccc(Nc3nc(-c4cccc([N+](=O)[O-])c4)cs3)cc2)nc(OC)n1 | -2 | 21 | -2 | -1 | 15 | -5 | 18 | 1 | -0.8
CC(C)(C)c1ccc(CC(=O)N2CCC2(C)C(=O)Nc2cccc3cccnc23)cc1 (stereo unspecified) | -7 | 14 | -1 | 1 | . | -2 | 7 | 0 | .
CCOC(=O)CCSc1nc2c(c(C(F)(F)F)c1C#N)CCC2 | 1 | 15 | -1 | -6 | 30 | 0 | -7 | -4 | -0.7
Cc1cc(C(=O)c2cccs2)c(N)s1 | 1 | 15 | 7 | 4 | -3 | -2 | -6 | 5 | 1.1
O=C(NCCCN1CCCC1=O)Nc1ccc(Cl)cc1 | -2 | 20 | 12 | 1 | 4 | 1 | -7 | 0 | -0.8
CCOc1ccc(OCCCC(=O)O)cc1 | 1 | 21 | 3 | -1 | 12 | 8 | -15 | 3 | -1.7
Cc1cc2c(cc1S(=O)(=O)NCCc1ccc(Cl)cc1)OCC(=O)N2 | -15 | 19 | 9 | 8 | -27 | -7 | -13 | 12 | 1.1
CCCC1=C(C(=O)OCC)C(c2ccc(F)cc2)n2ncnc2N1 (stereo unspecified) | 8 | -3 | -3 | -4 | 10 | -3 | 14 | -3 | -0.6
CCc1cc(=O)oc2c(C)c(O)c(CN3CCCCC3)cc12 | -4 | 20 | 4 | -6 | -6 | 4 | -5 | 10 | -1.6
COc1ccc(NC(C)=[N+](C)CCNS(=O)(=O)c2ccc(Cl)cc2)cc1Cl | 2 | -1 | 0 | -4 | 4 | -1 | -21 | -11 | -0.3
Cc1cc(S(=O)(=O)N2CCN(Cc3ccccc3)CC2)c(C)s1 | -5 | 0 | 4 | -4 | 6 | -2 | -8 | 0 | -0.2
CCOc1ccc(-c2cc(C(=O)O)c3ccccc3n2)c(OCC)c1 | -3 | 5 | 11 | 2 | 19 | 10 | -10 | 2 | -1.6
CC1CCN(C(=O)c2ccc(NS(=O)(=O)c3cccc4cccnc34)cc2)CC1 | 6 | 16 | 2 | 5 | -5 | 0 | -16 | 0 | 0.2
CCN(CC)C(=O)Cn1cc(S(=O)(=O)CC(=O)Nc2ccc(OC)c(OC)c2)c2ccccc21 | 3 | -1 | 1 | -4 | 3 | 10 | -7 | 9 | -0.5
Cn1ccc(C(=O)Nc2sc3c(c2C#N)CCC3)n1 | -4 | -9 | -1 | -2 | -8 | 5 | -19 | 6 | 1.2
CCOc1ccc(-n2c(N)c(C(=O)NCC3CCCO3)sc2=S)cc1 (stereo unspecified) | 0 | 3 | 4 | -3 | 3 | 0 | 11 | 3 | -1.8
COc1cccc(C(C(=O)NC2CCCCC2)N(C(=O)c2ccccn2)c2cccnc2)c1 (stereo unspecified) | -10 | 5 | 2 | 1 | -11 | -1 | 8 | 12 | -3.9
Oc1[nH]c2ccccc2c1N=Nc1ccccc1F | -4 | 10 | 39* | -1 | -77 | -2 | 8 | 11 | 145*
O=C(Cc1cccs1)N1CCC(c2nc3c(nnn3Cc3ccccc3)c(=O)[nH]2)CC1 | 4 | 15 | 3 | -3 | 5 | 3 | 5 | -1 | -3.4
Cn1cc(/C=C2/SC(=O)N(c3ccccc3)C2=O)c2ccccc21 | 5 | 24 | 5 | -1 | -13 | 4 | 5 | -5 | 0.1
CN1CCN(CCNC(=O)Cn2c(=O)c3cccn3c3ccc(F)cc32)CC1 | 3 | 6 | 1 | -5 | -3 | -3 | -8 | 7 | 1.0
COc1cc(-c2cc(=O)c3c(O)cc(O)cc3o2)cc(OC)c1OC | -3 | 0 | 2 | 0 | . | -5 | 15 | 0 | .
Cc1nc(SCc2cccc(Oc3ccccc3)c2)n[nH]1 | -2 | -3 | 13 | -2 | 6 | 3 | 4 | 1 | -1.3
CCOC(=O)C(Cc1ccccc1)NC(=O)Cn1nnc(-c2ccc(SC)cc2)n1 (stereo unspecified) | -5 | 14 | 6 | 2 | 7 | 1 | 36 | 8 | -0.7
Cc1nc2ccc(C(=O)N3CCSCC3)cc2s1 | -4 | 15 | 12 | 0 | 13 | 6 | 8 | 1 | -1.8

Screening data (PubChem)
